Source: PubChem
Tb PFK block: T. brucei PFK enzyme inhibition | T. brucei PFK, ADP-Glo luminescence | Potency, µM (titrated, usually from 57.5 µM), inactives show top-dose activity, negative = inhibition, usual class: inhibitors | 330,000 compounds, 0.17% hits | AID 485367;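 also: potency is read from the fitted curve at half-maximal effect; 0% = uninhibited 1x PFK enzyme wells and -100% = no-enzyme wells; nearly all actives have a fitted effect of over 60% in size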
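Activity is normalized to no-enzyme wells (full inhibition) and 1.25 nM enzyme wells (no inhibition). Reaction: 0.5 mM F6P, 0.1 mM ATP, 45 min RT, ADP-Glo luminescence; concentration-response curves fitted and classed by quality.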
BCR signal inh: blocks chronic active B-cell receptor signaling; ABC-DLBCL IkBa-CBG/CBR reporter, luminescence ratio, 4 h; Potency, µM (top dose mostly 46.1 µM), inactives show at the top dose ratio change, negative = lower green/red ratio, usual class: inhibitors; 340,000 compounds, 0.05% hits; AID 493014; active = well fitted inhibition curve with a large enough effect in the signal ratio, with a control signal flat, not every such curve was filed as active; inconclusive = small, poorly fitted or top-dose-only effect, or effect the other way, or a change in a side signal; the % refers to the signal ratio;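 also: potency is read from the fitted curve at half-maximal effect; plate controls were basal doxycycline-induced cells for no effect and cells given 10 µM MG132 for full effect; MG132 reads +100%, hits lower the ratio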
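Doxycycline induced both beetle luciferases in TMD8 lymphoma cells; IKK-driven degradation limits the IkappaBalpha-fused green signal, while red luminescence normalises for cell number and nonspecific effects. Compounds tested up to 46 uM, 4 hrs.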
A-T KAP1 phos: potential ataxia-telangiectasia treatments restoring KAP-1 phosphorylation | […] A-T fibroblasts, KAP-1 phosphorylation AlphaLISA; neocarzinostatin DNA damage 30 min before lysis | 320,000 compounds, 0.19% hits | AID 485349 | Potency, µM (series often up to 57.5 µM), inactives show at the highest dose activation, hits mostly activators; also: potency is read from the fitted curve at half-maximal effect; % of control where 0% means no effect; nearly all actives have a fitted effect of over 45% in size
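hTERT-immortalized A-T patient fibroblasts ([…]), 500 cells/well in OPTI-MEM, 1% FBS, got compounds for 60 min, then NCS for 30 min at 37C. Lysates were then assayed for phospho-KAP-1 by AlphaLISA (anti-pKAP1 donor, anti-KAP1 acceptor beads), 6 hr at 25C.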
Coupling enz: counter-screen for Giardia aldolase inhibitors: coupling enzyme system | AID 2472 | 290,000 compounds, 0.67% hits | coupling enzyme system counterscreen, AmpLite Red fluorescence | activity change, negative = inhibition, % at 58.2 µM, hits read low; in the data active = activity change below about -30%; also: % is scaled to controls: 0 for no effect and ±100 for the full control effect
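Fluorescence at 525 nm excitation and 598 nm emission measured inhibition of the coupled detection system without aldolase. Compounds (at 57.5 uM final) were preincubated 10 min at room temperature with coupling enzyme reagent before a 20 min substrate/AmpLite Red step.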
GALK inh: blocks human galactokinase activity. AID 1868. Potency, µM (top dose mostly 57.5 µM), for inactives: at the top dose activity change, negative = inhibition, most hits filed as inhibitors. Purified GALK, Kinase-Glo residual ATP luminescence. P51570. 270,000 compounds, 0.007% hits; also: potency is read from the fitted curve at half-maximal effect; % is scaled to controls: 0 for no effect and ±100 for the full control effect
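ATP-depletion format; final 35 uM ATP, 100 uM D-galactose, 5 nM enzyme; pH 8.0 HEPES/Mg2+ buffer; 60 min RT; luminescence read 10 min after detection reagent.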
hERG WT inh: KCNH2 (human, wildtype) channel inhibition. Q12809. U2OS, BacMam KCNH2, thallium flux FluxOr; hits give low values. activity change, % at 1.84 µM. 340,000 compounds, 0.37% hits. AID 720551;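 active = maximum activity change below -70%; inconclusive = maximum activity change between -70% and -50%; inactive = maximum activity change above -50%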; also: % is scaled to controls: 0 for no effect and ±100 for the full control effect
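U2OS cells were transduced with wild-type KCNH2 virus (2.03 x 10^8 / mL) for 4 h at room temperature, then cultured overnight at 37 C. Thallium flux was read with FluxOr dye. Rate constants were normalized to DMSO controls.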
Giardia kill: kills Giardia lamblia; Giardia lamblia trophozoite viability; activity change, % at 7.66 µM, hits read low; 340,000 compounds, 0.15% hits; AID 540267; in the data active = activity change below about -80%; inconclusive = between about -30% and that limit;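 also: parasites exposed to compound for two days anaerobically before the ATP read; % is scaled to controls: 0 for no effect and ±100 for the full control effect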
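Killing of trophozoites was scored by loss of ATP luminescence after a 48 hrs anaerobic exposure to compounds at 37 deg C, using 100 cells per well.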
TCR act: activates T cell receptor signaling | primary human leukocytes, anti-CD3, IL-2 HTRF, 48 h | Potency, µM (highest dose often 9.22 µM), for the others: top-dose activation of IL-2 secretion, usual class: activators | 330,000 tested, under 10 active; also: % of control where 0% means no effect
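Compounds are tested in HTS on primary human leukocytes co-incubated with a-CD3 beads for 48 hr. IL-2 output is measured by time-resolved FRET.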
CXXC DNA block: inhibitors of human MLL CXXC domain-DNA interaction | Q03164 | MLL-CXXC / FITC-HOXA9 DNA fluorescence polarization | Potency, µM (highest dose often 115 µM), inactives show top-dose activity change, negative = inhibition, usual class: inhibitors | 290,000 compounds, 0.037% hits | AID 2662; active = well fitted inhibition curve with a large enough effect in the polarisation, with a control signal flat, not every such curve was filed as active; inconclusive = small, poorly fitted or top-dose-only effect, or effect the other way, or a change in a side signal; inactive = no such curve, though single readings can be large or run the other way; the % refers to the polarisation; also: potency is read from the fitted curve at half-maximal effect
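Fluorescence polarization: 7 uM MLL-CXXC (stock) preincubated 5 min with compounds, then 50 nM fluorescein-HOX-A9 DNA (stock) added; 30 min ambient. Buffer 50 mM Tris-HCl pH 7.5, 50 mM NaCl, 1 mM DTT, 0.05% BSA.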
TSHR antagonist: human thyrotropin receptor antagonism; P16473; TSHR-expressing cells, TSH-stimulated cAMP HTRF, 2 h; hits give low values; activity change, negative = inhibition, % at 11.5 µM; 330,000 compounds, 0.2% hits; AID 504810;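 active = activity change below a set negative limit, meaning inhibition stronger than a set level, cut at about -70% in these data; inconclusive = activity change between two set negative limits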; also: % is scaled to controls: 0 for no effect and ±100 for the full control effect
Target sequence (P16473 whole entry, looked up): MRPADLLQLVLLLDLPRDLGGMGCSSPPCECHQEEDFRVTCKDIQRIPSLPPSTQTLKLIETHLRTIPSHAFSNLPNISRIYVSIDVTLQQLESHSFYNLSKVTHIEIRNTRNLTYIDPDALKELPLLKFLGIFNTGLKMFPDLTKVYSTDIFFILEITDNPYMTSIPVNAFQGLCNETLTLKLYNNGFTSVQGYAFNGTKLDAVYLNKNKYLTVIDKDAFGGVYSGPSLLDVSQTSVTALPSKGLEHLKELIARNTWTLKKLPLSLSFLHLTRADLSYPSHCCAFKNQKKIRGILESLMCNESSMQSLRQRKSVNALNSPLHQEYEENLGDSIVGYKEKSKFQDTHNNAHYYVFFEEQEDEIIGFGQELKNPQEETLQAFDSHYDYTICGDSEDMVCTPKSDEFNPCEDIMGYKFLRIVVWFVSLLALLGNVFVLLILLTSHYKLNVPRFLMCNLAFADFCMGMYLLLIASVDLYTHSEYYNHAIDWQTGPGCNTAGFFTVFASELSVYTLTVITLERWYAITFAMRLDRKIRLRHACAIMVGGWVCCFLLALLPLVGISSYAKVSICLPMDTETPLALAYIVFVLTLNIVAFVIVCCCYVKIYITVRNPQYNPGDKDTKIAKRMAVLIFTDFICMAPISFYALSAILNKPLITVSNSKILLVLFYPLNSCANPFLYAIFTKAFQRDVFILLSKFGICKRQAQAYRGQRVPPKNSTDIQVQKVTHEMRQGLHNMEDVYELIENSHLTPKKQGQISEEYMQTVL
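Cell-based HTRF cAMP assay; TSHR cells + compound, TSH EC80 (4nM final), 2 h, 37 deg C. Lysis with anti-cAMP cryptate and cAMP-d2, 30 min RT, read 665/620 nm.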
Numbers without * were called inactive; ? = inconclusive; / = not tested or not shown; [ ] = dose if it differs, or a comment. Unless noted, calls follow the shape of the dose curve; as a rule, active = well fitted curve in the direction sought with a large enough effect; inconclusive = small, poorly fitted or top-dose-only effect, or another doubt; inactive = no such curve, though single readings can be large; an effect the other way counts as inactive or inconclusive. Rows are unselected. About 1.6% of those tested had a hit in this group.

compound	Tb PFK block	BCR signal inh	A-T KAP1 phos	Coupling enz	GALK inh	hERG WT inh	Giardia kill	TCR act	CXXC DNA block	TSHR antagonist
O=Cc1ccc(-c2ccccc2OC(F)(F)F)o1	7%	?	/	-1	2%	-7	-5	1%	-3%	-9
CCC(C)c1ccccc1N1CC(C(=O)N2CCN(C(=O)c3ccco3)CC2)CC1=O (stereo not given)	-1%	5%	12%	/	/	6	32[activator]	3%	/	28
COc1ccc(/C=C\C(=O)c2c(O)ccc3c(C)cc(=O)oc23)cc1OC	1%	?	2%	3	-9%	0	5	4%	3%	8
CC1C(=O)N2CCCc3cc(NC(=O)C(=O)NCc4cccnc4)cc1c32 (stereo not given)	0%	-16%	-3%	/	/	-14	-11	-2%	/	-1
Cc1ccc(-n2c(-c3ccccc3)n[nH]c2=S)cc1	-12%	?	/	3	1%	-5	4	-2%[46.1 µM]	4%	-11
CCc1cc(C(=O)NC2CCCc3c2cnn3-c2cccc(C)c2C)n(C)n1 (stereo not given)	0%	0%	5%	0	5%	16	-11	/	-2%	-44
Cc1cc(OC(=O)Cc2cccc3ccccc23)c([N+](=O)[O-])c(=O)[nH]1	0%	-1%	0%	0	-3%	5	5	-6%[46.1 µM]	-6%	-2
O=c1c2ccccc2cnn1Cc1n[nH]c(=S)n1-c1ccccc1	6%	1%	-9%	0	2%	7	12	-5%[46.1 µM]	8%	0
Cc1[nH]ccc(=O)c1Cc1c(Cl)cccc1Cl	2%	4%	-10%	2	-1%	-4	2	3%	7%	-3
CCOC(=O)N1CCN(C(=O)c2ccc(S(=O)(=O)Nc3cccc(C(F)(F)F)c3)cc2)CC1	1%	?	-1%	/	/	-3	-4	-1%	/	-16
N#Cc1nc(COc2ccc(-c3ccccc3)cc2)oc1NCCCN1CCOCC1	2%	0%	3%	-3	-4%	14	-5	-7%	-7%	-9
COc1ccc2nc(NC(=O)c3c(C)noc3C)sc2c1	-2%	?	4%	/	/	0	-27	-3%	/	-12
O=C(Nc1ccccc1)C1=C[C@@H](c2coc3ccccc3c2=O)C[C@@H](OCc2ccc(CO)cc2)O1	5%	-12%	10%	-1	-4%	0	-22	-9%	23%	-7
Cc1cc(C)c(NS(=O)(=O)c2ccc(NC(=O)CCC(=O)O)cc2)c(C)c1	-4%	-13%	21%	1	2%	2	18	4%	-1%	5
CCOC(=O)c1c(NC(=O)Cc2cccs2)sc(C(=O)NC2CCCCC2)c1C	-3%	0%	-1%	1	3%	8	14	-5%	15%	3
Cc1ccc(C(=O)N/N=C\c2sccc2C)cn1	-4%	?	2%	0	8%	/	-18	4%	5%	1
O=C(CSc1nnc2ccc(-c3ccc(F)cc3)nn12)N1CCOCC1	-2%	-7%	9%	/	/	-1	11	1%	/	-5
COc1ccc(Cl)cc1NS(=O)(=O)c1cccc2cccnc12	1%	3%	-5%	-2	-1%	-5	10	-1%	34%	-11
CCCn1cnc2cc(NCc3ccccn3)ccc21	0%	?	7%	-28	1%	76	-11	-1%	0%	0
C=CCNC(=O)/C(C#N)=C/c1c(C)nn(-c2ccccc2)c1Cl	0%	?	9%	1	-2%	2	-7	-10%[46.1 µM]	5%	-5
O=C(c1cc2cc(F)ccc2[nH]1)N1CCN(Cc2ccc3c(c2)OCO3)CC1	0%	?	-5%	/	-3%	-13	-7	-5%	1%	-12
CCOC(=O)c1[nH]c(C)c(C(=O)Nc2ccc(Cl)cc2)c1C	2%	5%	0%	3	0%	3	-5	-2%[46.1 µM]	13%	-1
N#CC1=C(SCC(=O)NCc2ccccc2)NC(=O)CC1c1ccco1 (stereo not given)	-5%	-3%	1%	-7	-2%	8	1	-2%	4%	4
CCCSc1nc(SCC(=O)NCc2ccccc2)c2c3c(sc2n1)COC(C)(C)C3	0%	4%	6%	3	-2%	-18	19	0%	-2%	4
O=C(CCc1ccc(O)c(O)c1)N/N=C/c1ccc2c(c1)OCO2	4.3µM*	?	-34%	/	3%	-3	30	5%	10%	11
CCN1C(=O)C2C(c3ccccc3F)NC(Cc3ccc(O)cc3)(C(=O)OC)C2C1=O (stereo not given)	1%	6%	-2%	0	1%	-7	-10	2%	5%	-4
O=C(CN1C(=O)NC(c2ccccc2)(c2ccccc2)C1=O)NCc1cccs1	0%	7%	3%	/	/	5	-29	-2%	/	217
CCOC(=O)C(C)Sc1nnc(-c2c[nH]c3ccccc23)n1C (stereo not given)	0%	-4%	5%	0	3%	5	?	7%	0%	9
COc1ccc(C)cc1NC(=O)COC(=O)C1CCN(C(=O)c2ccc(Cl)cc2)CC1	-8%	0%	3%	1	1%	-1	4	-3%	31%[activator]	4
COc1ccccc1CNC(=O)N[C@@H](Cc1ccccc1)C(=O)O	1%	6%	5%	-2	-2%	3	12	0%	-1%	-8
Cc1ccc(CNC(=O)CN2C(=O)CSc3ccc(S(=O)(=O)N4CCCCC4)cc32)cc1	0%	7%	-1%	0	7%	-19	3	0%	13%	12
CCCC1=C(C(=O)OCC)C(c2ccco2)C(C#N)=C(N)O1 (stereo not given)	6%	0%	3%	-1	0%	2	2	-4%	15%	-11
CN(C)S(=O)(=O)c1ccc(N2CCCC2)c(C(=O)Nc2ccccc2Br)c1	?	-3%	7%	/	/	5	-3	6%	/	/
COC(=O)c1ccc(CSc2nnc(CS(=O)Cc3ccc(Br)cc3)n2-c2ccccc2)cc1 (stereo not given)	-5%	?	-6%	3	/	-2	11	-1%	-2%	-1
CC(Oc1ccccc1F)c1nnc(SCC(=O)c2c(N)n(C3CC3)c(=O)[nH]c2=O)o1 (stereo not given)	-8%	-2%	6%	/	/	-19	-3	/	/	1
O=C(c1ccccc1)c1ccc(COC(=O)c2cnccn2)cc1	-1%	-2%	4%	4	1%	-10	-1	-7%	3%	-3
Cc1cc(=O)oc2c3c(cc(OCC(=O)NCC(=O)O)c12)OC(C)(C)CC3	21%	0%	3%	6	-3%	-1	2	-3%	9%	-17
COCCNC(=S)N(Cc1cccnc1)Cc1ccc(OC)c(OC)c1	5%	-12%	5%	4	-1%	2	-2	-4%[46.1 µM]	2%	-9
COc1ccc(C(OCC2CO2)c2ccc(OC)cc2)cc1 (stereo not given)	0%	-12%	1%	0	0%	/	/	/	4%	25
O=C(NCC1CCCO1)C1C2C=CC3(CN(Cc4cccs4)C(=O)C13)O2 (stereo not given)	8%	0%	6%	0	0%	18	2	-2%	-7%	-6
Cc1ccc(S(=O)(=O)N(C)C)cc1NC(=S)NCCCn1ccnc1	0%	4%	5%	4	-2%	/	2	-1%	1%	-1
COc1ccc(S(=O)(=O)N2CCc3cc4c(cc3C2C)OCCCO4)cc1 (stereo not given)	11%	5%	-2%	/	-9%	0	-20	3%	20%	20
CC([NH2+][O-])C(C)(C)NO (stereo not given)	-1%	0%	-11%	4	-1%	3	-4	6%	0%	-2
CC(C)CC(=O)N/C(N)=N/c1nc2ccccc2o1	-1%	/	2%	0	-2%	2	-2	-3%	-7%	-8
COc1ccccc1N(C(=O)c1snc(C(N)=O)c1N)C(C(=O)NC1CCCC1)c1ccco1 (stereo not given)	-3%	?	18%	-14	1%	3	-4	3%	1%	?
CCCC(=O)Nc1ccc(S(=O)(=O)N2CCCC2)cc1	-4%	-7%	8%	2	1%	-5	5	-12%	-7%	6
COc1cc(/C=C/C(=O)Nc2ccc(OC)c(S(=O)(=O)N3CCOCC3)c2)ccc1OCC#N	7%	-3%	3%	/	/	1	3	-18%	/	-8
O=C(CSc1nnnn1C1CCCCC1)NCc1ccccc1	0%	-3%	1%	2	2%	5	3	1%	0%	15
O=c1[nH]c(=O)c2nnc(N/N=C\c3ccc(O)cc3)nc2[nH]1	1%	?	0%	3	1%	-9	-12	-1%	-17%	3
CC(=O)c1cn(CC(=O)NCc2ccco2)c2ccccc12	1%	1%	3%	/	-3%	-4	3	2%	1%	-27
CCCCn1c(SCC(=O)Nc2ccc(NC(C)=O)cc2)nc2ccccc2c1=O	-2%	-1%	-6%	-2	-4%	-6	2	-1%	-5%	5
COC(=O)[C@@]1(C)[C@H]2C(=O)N(C)C(=O)[C@H]2[C@H]2CN=C(SCc3ccc(C#N)cc3)N21	-3%	-2%	8%	/	/	0	8	8%[46.1 µM]	/	6
